# CXCR6 block: inhibitors of human CXCR6 receptor. O00574. CHO-K1 PathHunter CXCR6 beta-arrestin, luminescence. inhibition, % at 20 µM. hit rate 0.36% among 360,000; in the data active = inhibition above about 34%, passing the limit was not always enough;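 also: antagonist mode with CXCL16 agonist at 10 nM final; 0% = 10 nM CXCL16 with DMSO and 100% = unstimulated wells without agonist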
# Target sequence (O00574 whole entry, looked up): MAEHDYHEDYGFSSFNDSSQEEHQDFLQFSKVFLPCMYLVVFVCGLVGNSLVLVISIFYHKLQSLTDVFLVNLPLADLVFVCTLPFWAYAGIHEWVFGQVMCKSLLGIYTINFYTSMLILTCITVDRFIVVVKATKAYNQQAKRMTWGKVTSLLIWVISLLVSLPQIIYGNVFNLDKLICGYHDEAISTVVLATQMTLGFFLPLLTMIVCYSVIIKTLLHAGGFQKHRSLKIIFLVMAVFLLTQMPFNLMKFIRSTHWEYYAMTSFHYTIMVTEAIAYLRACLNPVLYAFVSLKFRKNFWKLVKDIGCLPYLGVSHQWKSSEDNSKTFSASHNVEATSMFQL
# EBI2 block: EBI2 (human) antagonism | hit rate 0.81% among 360,000 | AID 651636 | EBI2 beta-arrestin recruitment, luminescence, 7a,25-OHC stimulated | inhibition, % at 5 µM | P32249; in the data active = inhibition above about 38%;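 also: enzyme fragment complementation signal reports receptor beta-arrestin coupling in cells; 0% = agonist plus DMSO wells and 100% = wells without agonist; some results beyond the cut were filed as inactive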
# Target sequence (P32249 whole entry, looked up, the tested form may be a part): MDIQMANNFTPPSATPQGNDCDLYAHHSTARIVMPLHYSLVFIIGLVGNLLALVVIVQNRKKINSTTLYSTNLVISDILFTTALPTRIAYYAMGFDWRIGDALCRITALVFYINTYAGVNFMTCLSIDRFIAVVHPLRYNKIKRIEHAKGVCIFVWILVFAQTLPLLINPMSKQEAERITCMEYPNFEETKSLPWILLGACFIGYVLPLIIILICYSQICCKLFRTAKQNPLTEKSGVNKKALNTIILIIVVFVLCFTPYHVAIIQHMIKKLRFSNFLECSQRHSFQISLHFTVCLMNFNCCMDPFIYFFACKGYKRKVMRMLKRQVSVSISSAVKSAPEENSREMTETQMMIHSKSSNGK
# Gli-Sufu block: blocks Gli-Sufu signaling in a luciferase reporter; Sufu-KO-LIGHT fibroblasts, Gli luciferase reporter luminescence; inhibition, % at 5 µM; hit rate 0.74% among 340,000;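 active = inhibition above about 55%, limit read from the data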;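 also: 0% = DMSO-treated cells and 100% = wells with medium but no cells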
# GRIN3A LBD mod: NR3A (human) ligand-binding domain modulation | NR3A LBD differential scanning fluorimetry, Tm shift; 0% = protein alone, 100% = glycine-bound protein | Tm shift relative to glycine control, % at 25 µM | hit rate 2.5% among 340,000;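 active = melting temperature shift of at least 10% of the positive control shift, at one fixed dose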
# A3A deaminase: inhibitors of human APOBEC3A DNA deaminase; P31941; recombinant A3A, FAM/TAMRA ssDNA deamination fluorescence; inhibition, % at 20 µM; hit rate 0.41% among 330,000; AID 493011;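 active = at least 40% inhibition at 20 µM here, with at most 30% in a related deaminase screen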;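 also: plate controls were A3A with DMSO for no effect and wells lacking A3A enzyme for full effect; some results filed as inactive read as strong as hits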
# APOBEC3G inh: blocks human APOBEC3G single-stranded DNA deamination; Q9HC16; recombinant A3G, ssDNA deamination FAM/TAMRA fluorescence; inhibition, % at 20 µM; hit rate 0.28% among 330,000;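 active = inhibition of at least 40% at 20 µM, with no more than 30% in the related APOBEC3A deaminase screen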;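 also: plate controls were DMSO wells with A3G for no effect and wells lacking A3G enzyme for full effect; some compounds called inactive have numbers as strong as hits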
# MPTP block: inhibitors of mitochondrial permeability transition pore; hit rate 1.4% among 360,000; isolated mouse mitochondria, Ca2+ swelling absorbance, 30 min; AID 602449; inhibition, % at 10 µM;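 active = inhibition of 50% or more, scaled per plate between neutral and stimulator controls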;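 also: 0% = DMSO wells given calcium and 100% = 1 mM EGTA wells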
# CCR6 antag: antagonists of human CCR6 receptor. hit rate 0.49% among 340,000. inhibition, % at 20 µM. CHO-K1 CCR6 PathHunter beta-arrestin, luminescence, CCL20-stimulated. P51684;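 active = compounds whose inhibition of the agonist-driven luminescence signal at 20 µM reaches about 50%, limit read from the data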;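 also: cells stimulated with CCL20 at 14 nM final; plate controls were DMSO with CCL20 for no effect and DMSO without agonist for full effect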
# Target sequence (P51684 whole entry, looked up): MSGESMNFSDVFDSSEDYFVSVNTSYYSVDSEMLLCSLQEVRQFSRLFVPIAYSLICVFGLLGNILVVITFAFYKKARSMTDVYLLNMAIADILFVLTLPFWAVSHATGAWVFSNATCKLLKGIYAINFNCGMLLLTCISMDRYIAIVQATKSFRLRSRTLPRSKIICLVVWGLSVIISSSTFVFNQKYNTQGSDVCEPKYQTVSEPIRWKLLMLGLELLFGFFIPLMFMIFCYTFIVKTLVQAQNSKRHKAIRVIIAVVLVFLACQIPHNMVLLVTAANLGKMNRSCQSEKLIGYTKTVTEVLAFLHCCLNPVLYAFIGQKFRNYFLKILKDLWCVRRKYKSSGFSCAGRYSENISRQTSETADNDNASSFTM
# An asterisk follows results filed as active.
SMILES	MPTP block	CCR6 antag	GRIN3A LBD mod	EBI2 block	A3A deaminase	APOBEC3G inh	Gli-Sufu block	CXCR6 block
Cc1noc(C)c1C(=O)N(C)CC(=O)Nc1ccc(F)c(F)c1F	0.0	9	-1	-9	-1	-11	-14	2
O=C1C(=O)N(CCN2CCOCC2)C(c2ccc(Cl)c(Cl)c2)/C1=C(/O)c1ccc2c(c1)OCO2 (centres undefined)	0.0	3	6	6	-7	-1	-3	1
CCN1CCN(c2c(Cl)cccc2NC(=O)c2ccco2)CC1	-1.3	-7	0	6	2	-4	6	0
CC(=O)Nc1ccc(-c2nn[nH]n2)cc1	0.4	13	-1	0	-6	-4	-1	3
CCOC(=O)N1CCN(C(=O)c2c(Cl)cnn2C)CC1	1.2	2	2	-1	-5	-6	4	-3
Cc1cc(C)n2nc(SC(C)C(=O)Nc3ccccc3F)nc2n1 (centres undefined)	0.6	17	2	0	2	-2	1	-1
COc1ccc2nc(C(C)O)[nH]c2c1 (centres undefined)	-1.2	6	-2	3	3	0	6	7
CC1(C)Cc2c(cnn2-c2ccc(F)cc2)C(NC(=O)C2CCC2)C1 (centres undefined)	-0.3	13	0	-7	2	4	14	10
CC(=O)c1ccc(OCC(=O)N2CCN(S(=O)(=O)c3ccc(Br)s3)CC2)cc1	-1.9	6	2	69*	8	4	8	-2
COc1cccc(/C=C/C(=C2/C(=O)N(c3ccccc3)N=C2C)c2ccccc2)c1OC	-3.1	2	-1	6	-1	-3	17	-11
CCCn1c(N)c(C(=O)CSc2ncnc3sccc23)c(=O)n(C)c1=O	0.6	4	0	-3	0	-4	-1	-8
CC(=O)c1ccc(NC(=O)CSc2ccc(-c3ccc4c(c3)OCO4)nn2)cc1	-1.9	-12	-8	-3	5	-3	-31	-3
O=C(NNC(=O)c1ccc(F)cc1)C(=O)N1CCCCC1	-1.7	8	2	-5	-5	-8	-1	6
Nc1ccc(-c2ccc(C(=O)O)s2)cn1	0.0	8	0	-4	-7	-7	5	4
C/C(CC(=O)Nc1cccc(C(F)(F)F)c1)=N\NC(=O)c1cnccn1	-0.1	15	-1	2	-3	-10	3	5
Cc1cc(N2CCN(C(=O)c3ccco3)CC2)n2nc(C)nc2n1	-2.3	6	-2	-1	-1	-4	-1	0
CC1CCCC(C)N1C(=O)COC(=O)Cc1c[nH]c2ccccc12 (centres undefined)	2.0	1	-2	-9	-5	-8	-16	-8
O=C(c1ccc(F)cc1)N1CCN(Cc2ccccc2)CC1	0.0	-1	-2	9	-1	-11	33	-4
COc1cc2c(cc1NC(=O)C(C)Sc1ccc(C)cc1)oc1ccccc12 (centres undefined)	3.2	-5	-9	8	3	3	2	-1
Cc1cc(-c2onc(C)c2C(=O)N/N=C/c2ccccc2)no1	1.9	11	1	2	-1	-16	4	1
NC(=O)c1cc(-c2ccccc2)sc1NC(=O)Cc1ccc(S(=O)(=O)N2CCOCC2)s1	-0.2	-16	1	50*	2	0	3	-1
CC(C)CNC(C)C(=O)Nc1ccc(S(N)(=O)=O)cc1 (centres undefined)	0.7	11	-2	-3	6	-1	-7	9
Cc1ccc(S(=O)(=O)NCCNC(=O)CN2CCCC2)cc1	-1.9	-1	-1	-10	-4	-4	2	5
Cc1ccc(CCNC(=O)C2CCC(=O)N(Cc3cccc(F)c3)C2)cc1 (centres undefined)	-0.2	8	-4	-1	-2	-9	1	6
CC1CCN(C(=O)c2[nH]cnc2C(=O)NC2CCN(C(=O)OC(C)(C)C)CC2)CC1	-0.1	4	-1	-3	0	-10	14	5
Cc1ccc(-c2ccc(=O)n(CC(=O)N3CCN(c4cccc(C)c4)C(C)C3)n2)cc1 (centres undefined)	0.1	-5	-1	16	1	7	-1	1
CC(C)c1ccc(NC(=O)CSc2nc3ccccc3nc2N2CCCC2)cc1	1.5	-3	-4	3	-4	-5	-2	-6
COc1ccccc1CNC(=O)C1CC2Cn3c(nc4ccccc43)C2N1C (centres undefined)	-1.6	-8	-1	3	8	3	-3	-2
CCOc1cccc(NC(=O)C(Cc2cccs2)c2nn[nH]n2)c1 (centres undefined)	5.9	-5	1	-2	-1	-4	0	-1
CCOc1ccc2oc(C(=O)N3CCN(Cc4ccccc4)CC3)c(C)c2c1	-0.1	5	0	44*	-4	-6	-12	0
CC1(c2ccc3c(c2)OCCO3)NC(=O)N(CC(=O)Nc2c(F)cccc2F)C1=O (centres undefined)	0.6	-4	0	-7	-2	-7	-1	-2
Cc1nc(-c2ccc(S(=O)(=O)Nc3cccc(S(N)(=O)=O)c3)s2)cs1	13	0	2	10	2	-4	4	-12
O=C1CC(c2ccccc2)CC(O)=C1C=NCCCO (centres undefined)	-3.3	3	0	-6	-22	-6	6	-10
CC(=O)Nc1ccc(SC[C@H](C)CN2CC[C@H](C(C)(C)C)CCC2=O)cc1	-1.5	5	0	3	-2	-6	0	1
CC(C)C(=O)Nc1nnc(-c2ccco2)s1	2.5	-5	2	-1	-4	-8	-10	-7
Cc1ccccc1-c1nc(C#N)c(N2CCCCC2)o1	0.7	-2	1	-7	-5	-10	5	-11
COC(=O)c1c(NC(=O)COC(=O)c2ccc(Cl)cc2[N+](=O)[O-])sc2c1CCCCC2	1.4	4	-14	17	-5	-3	20	-7
Cc1cccc(C)c1NC(=O)NC1(C(=O)N2CCN3CCCC3C2)CCCCC1 (centres undefined)	0.7	-10	-1	-9	-1	-9	-22	5
COc1cccc(N/C=C/C(=O)c2ccc(C)cc2)c1	1.7	23	-8	21	-4	-7	-85	-5
CCOc1ccc(S(=O)(=O)c2c[nH]c3ccccc3c2=O)cc1	0.6	-2	-1	17	1	-10	-5	-1
O=C(Nc1ccc(NC(=O)c2sc3ccccc3c2Cl)cc1Cl)c1ccco1	-1.0	10	0	-7	1	-2	6	-3
CN1CCc2c(sc3c2C(=O)NC(c2ccc(-c4cccc(Cl)c4)o2)N3)C1 (centres undefined)	2.3	-7	-5	-7	-6	-18	4	3
COc1ccc(S(=O)(=O)N2CCC(C(=O)N(CC(C)C)C3CCS(=O)(=O)C3)CC2)cc1OC (centres undefined)	-0.9	4	1	-6	31	-4	-2	0
Cc1ccc(C)c(N2CCN(C(=O)Cc3ccc(-n4c(=O)[nH]c5ccsc5c4=O)cc3)CC2)c1	2.3	-3	-3	-2	0	-10	13	-2
CC(C)[C@H](NC(=O)c1ccccc1F)C(=O)OCC(=O)NC(=O)NC1CCCCC1	-1.0	13	-1	16	0	-6	-3	12
Cc1ccc(C(c2nnnn2C(C)(C)C)N2CCC(C)CC2)cc1 (centres undefined)	0.4	3	-4	2	-2	-1	16	5
COc1ccc(C)cc1NC(=O)CSc1nnc(CC(=O)Nc2cccc(C(F)(F)F)c2)n1C	-1.1	-15	-7	-4	0	-4	-4	-5
COc1cc(OC)cc(C(=O)NNC(=O)c2cc(=O)[nH]c3ccccc23)c1	-1.8	10	0	-6	1	0	-3	-2
Cc1ccc(N2CC(O)(c3cccs3)[N+]3=C2CCCC3)cc1 (centres undefined)	-1.6	-4	-3	-5	7	-3	33	-2
COc1cc(C(=O)OCC(=O)Nc2ccc(C(C)=O)cc2)ccc1OCC(=O)N1CCOCC1	-0.3	-2	-1	-5	1	-6	-5	-16

# The listing continues.
SMILES	MPTP block	CCR6 antag	GRIN3A LBD mod	EBI2 block	A3A deaminase	APOBEC3G inh	Gli-Sufu block	CXCR6 block
O=C1c2ccc(Oc3cccc([N+](=O)[O-])c3)cc2C(=O)N1c1ccccn1	2.4	8	2	2	-1	-4	-3	0
N#Cc1nc(COc2ccccc2)oc1NCCN1CCOCC1	-1.9	10	-3	-9	1	-3	8	8
CCOc1ccccc1C1CC(c2ccc(Cl)cc2)Nc2nc(N)nn21 (centres undefined)	-2.8	13	-2	-1	3	-2	-7	7
Oc1ccc(N=Nc2ccc3c(c2)OCCO3)c2ncccc12	6.7	54*	-5	8	5	-1	40	35
COc1cccc(CNC(=O)C2CCN(S(=O)(=O)c3ccc4c(c3)OCCO4)CC2)c1	-0.6	-6	1	16	-3	-9	4	3
CN(C)c1ccc(C2CC(=O)NC3=C2C(=O)CC(C)(C)C3)cc1 (centres undefined)	-1.5	-5	1	-6	-7	-5	2	-6
CCOc1ccccc1N1CCN(C(=O)c2cccs2)CC1	-1.2	1	-1	-16	-3	-2	8	-3
O=C(COC(=O)c1n[nH]c(=O)c2ccccc12)Nc1ccccc1F	-1.1	-2	2	6	-3	-4	9	0
Cc1ccc(C(=O)CNc2cccc(Cl)c2)cc1	0.6	47	2	15	1	0	-18	20
CCOC(=O)/C=C/C(=O)OCC(=O)Nc1cccc(Cl)c1Cl	-1.9	4	2	-15	-3	-4	-14	-8
CC[C@]12c3[nH]c4ccc(OC)cc4c3CCN1C(=O)C(CC(=O)NCCc1ccccn1)C[C@@H]2C(=O)N1CCN(C(=O)c2ccco2)CC1 (some centres undefined)	-0.4	-4	2	-15	4	6	-3	8
Cc1cc(Cl)ccc1NC(=O)NC1CCN(S(=O)(=O)c2ccc(F)cc2)CC1	59*	9	-1	9	3	0	8	1
CCOc1nc(N=C(N)N)nc2c(C)cccc12	3.1	-3	-2	13	10	24	6	3
Cc1ccc(CNS(=O)(=O)c2ccc3c(c2)NC(=O)CS3)cc1	0.9	3	0	-17	0	2	-3	-12
CC(=O)CCc1oc2ccc(C)cc2c1-c1ccc(C)o1	-2.8	8	0	11	-1	-11	14	12
O=C(CCc1ccccc1)Nc1cccnc1	-0.6	10	0	6	1	-2	-2	6
C=C1C(C(=O)Nc2cccc(OC)c2)C1C(=O)Nc1cccc(OC)c1 (centres undefined)	1.6	4	0	8	-6	-9	-10	-12
COC(=O)C(=Cc1ccc(OCc2ccc([N+](=O)[O-])cc2)c(OC)c1)C(=O)OC	-2.9	40	0	57*	-6	-2	-20	22
COc1ccc(Cl)cc1C(=O)OCC(=O)NCCNC(=O)COC(=O)c1cc(Cl)ccc1OC	-0.2	5	-1	1	8	-2	8	-2
Cc1cc(Br)ccc1SCC(=O)OCC(=O)Nc1ccccc1C#N	-0.4	10	-6	2	0	1	-4	8

# Entries listed so far with bromine, in the order listed:
SMILES	MPTP block	CCR6 antag	GRIN3A LBD mod	EBI2 block	A3A deaminase	APOBEC3G inh	Gli-Sufu block	CXCR6 block
CC(=O)c1ccc(OCC(=O)N2CCN(S(=O)(=O)c3ccc(Br)s3)CC2)cc1	-1.9	6	2	69*	8	4	8	-2
Cc1cc(Br)ccc1SCC(=O)OCC(=O)Nc1ccccc1C#N	-0.4	10	-6	2	0	1	-4	8

# Returning to the listing, repeating the two entries before the break.
SMILES	MPTP block	CCR6 antag	GRIN3A LBD mod	EBI2 block	A3A deaminase	APOBEC3G inh	Gli-Sufu block	CXCR6 block
COc1ccc(Cl)cc1C(=O)OCC(=O)NCCNC(=O)COC(=O)c1cc(Cl)ccc1OC	-0.2	5	-1	1	8	-2	8	-2
Cc1cc(Br)ccc1SCC(=O)OCC(=O)Nc1ccccc1C#N	-0.4	10	-6	2	0	1	-4	8
CCOC(=O)c1cc(S(=O)(=O)N2CCN(c3ccccc3OC)CC2)cn1C	0.4	5	0	15	-3	-5	-9	0
CCC1(c2ccccc2)NC(=O)N(CC(=O)N(C)CC(=O)Nc2ccc(F)c(F)c2F)C1=O (centres undefined)	0.2	8	0	-3	63	42	2	-3
COC(=O)c1sccc1NC(=O)c1ccnn1C	0.1	6	-2	0	-5	-5	-16	5
COc1ccccc1-n1c(O)c(C=NCc2ccccn2)c2ccccc2c1=O	1.3	8	-2	3	-1	-6	-7	7
S=C(NCCc1ccccc1)NCc1ccccc1Cl	70*	6	-3	6	4	-6	-7	0
O=C(CNC(=O)c1ccc(Cl)cc1Cl)OCC(=O)N1CCN(c2ccccc2)CC1	1.2	1	1	-10	0	-6	-5	-1
COc1ccc(C(=O)c2coc3c2C(=O)C(=O)c2ccccc2-3)cc1	10	10	3	8	1	-5	-9	7
